Bioassay records: PubChem, several laboratories
INS promoter inh – TRM-6 insulin promoter activity inhibition. 0.9% of 130,000 active. inhibition, % at 2 µM. TRM-6 cells (human fetal islet line), insulin promoter-eGFP reporter, imaging; reporter expression induced with tamoxifen;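 active = inhibition above the mean plus 3 SD, with well images judged a real hit on visual review, cut at about 60% in these data, passing the limit was not always enough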
sdo1 growth – restores growth of sdo1-depleted yeast; AID 817; S. cerevisiae sdo1-depleted JHY4D growth rescue, OD600 30 h; stronger effect = higher value; pdr5 snq2 efflux-pump mutant strain; 0.21% of 140,000 active; z-score at 10 µM;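 active = z-score above 3 at both the 24 hr and the 30 hr optical density reads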;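 also: z-score against mean and SD of all compound wells on the same plate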
sdo1 growth Rescue 24 h – recorded beside sdo1 growth, whose call it bears; z-score; S. cerevisiae sdo1-depleted JHY4D growth rescue, OD600; measured here: growth rescue at 24 h;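 0 is the plate mean of compound wells and units are plate SD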
An asterisk follows results filed as active; · = no result given. Compounds were not picked by outcome; any-hit rate near 0.92%.

molecule	INS promoter inh	sdo1 growth	sdo1 growth Rescue 24 h
COCCNC(=O)C(c1ccc(Cl)cc1)N(C(=O)CCC(=O)Nc1ccccn1)C1CCCC1 (configuration not stated)	0	-0.28	-0.44
Cc1cc(C(=O)CSc2nc3ccc(Cl)cc3[nH]2)c(C)n1C	·	-2.8	-1.4
COC(=O)c1ccc(NC(c2ccc(Cl)cc2)P(=O)(OC)OC)cc1 (configuration not stated)	·	-0.38	-0.76
O=C(/C=C/c1cccs1)Nc1cccnc1	0	2.9	2
COC(=O)c1ccccc1NC(=O)/C=C/C(=O)O	28	1.5	2
CC(C)(C)n1nnnc1C(c1cccnc1)N1CCN(c2ccccc2)CC1 (configuration not stated)	19	-1.8	-1.4
Cc1ccccc1NC(=O)CSc1nnc(-c2ccoc2C)n1CCc1ccccc1	·	-1.6	-1.1
COc1ccc(CCNS(=O)(=O)c2ccc3c(c2)CCN3C(=O)C2CC2)cc1OC	-81	0.05	-0.6
Cc1ccc(NC(=O)COC(=O)Cn2cnc3ccccc32)cc1S(=O)(=O)N(C)C	36	-0.47	-0.14
O=C(Cc1ccc(S(=O)(=O)N2CCCCC2)s1)Nc1ccc(F)cc1F	-50	-0.44	0.14
Cc1ccc(S(=O)(=O)N2CCN(CC(=O)N/N=C/C=C/c3ccccc3)CC2)cc1	-47	0.7	0.74
CCCCCC(=O)NNC(=S)NC(=O)c1cccc([N+](=O)[O-])c1	17	-0.38	-0.5
COC(=O)c1ccc(Nc2nc(C)cc(=O)[nH]2)cc1	-18	1.5	0.07
Cc1ccc(S(=O)(=O)/N=C/c2ccc(N(C)C)cc2)cc1	-11	1.6	1.1
Cc1cnc2cc([N+](=O)[O-])ccc2n1	-7	1.1	1.5
Cc1nn(-c2ccccc2)c(C)c1NC(=O)CCl	-16	1.7	1.6
Cc1nc(NC(=O)CSc2nc3cccnc3n2Cc2ccccc2)sc1C	-25	-1.4	-1.1
Cc1ccc(/C(N)=N/OC(=O)Cc2ccccc2)cc1	-25	-1.9	-1.2
NC(=O)C1CCN(c2nnnn2-c2ccccc2)CC1	30	0.22	-0.62
O=C(/C=C/c1ccc(OCCCF)cc1)NCc1ccc(Cl)cc1	-223	-0.1	2
Cc1cnccc1CN(C)Cc1cn(C)nc1-c1cccc(Cl)c1	-24	·	·
Cc1ccc(S(=O)(=O)N2CCOCC2)cc1C(=O)OCC(=O)NC1CCS(=O)(=O)C1 (configuration not stated)	47	-0.64	-2
CCOc1ccc(NC(=O)N2CCC(c3nc4ccccc4[nH]3)CC2)cc1	-6	·	·
O=C(CCCOc1ccccc1)NCCc1ccccc1	-28	·	·
COC(=O)c1ccc(S(N)(=O)=O)o1	·	1.4	1.3
Nc1c(Cl)cc(Cl)cc1C(=O)OCC(=O)N1CCCC1	0	0.76	0.68
CCCNC(=O)Cn1cnc2sc(C(=O)NCCN(CC)CC)c(C)c2c1=O	·	0.89	0.57
O=[N+]([O-])c1c(NCCCO)cc(SCc2ccco2)c2nonc12	25	0.26	0.18
COc1ccc(C(=O)NCc2nnc(SCC(=O)N3CCCCC3)o2)cc1OC	-29	0.69	0.81
O=C(Cn1ccc2ccccc2c1=O)NCCC(=O)N1CCN(C2CCCCC2)CC1	-110	2.5	2.4
O=C(Nc1ccc2c(c1)CCC2)c1cccc(S(=O)(=O)Nc2ccccc2Cl)c1	58	-1.3	-0.63
CC(=O)N(CN1C(=O)c2ccccc2C1=O)c1ccc2c(c1)oc1ccccc12	·	0	-0.15
Cc1c(Cl)cnc(NC(=O)COC(=O)c2cccc(S(=O)(=O)N3c4ccccc4CC3C)c2)c1Cl (configuration not stated)	22	-0.08	1
CCOC(=O)/C=C/c1cnn(-c2ccccc2)c1	-64	0.1	-0.23
O=[N+]([O-])c1cccc2ccc(/C=C/c3ccc(Cl)cc3)nc12	·	-0.62	-0.53
COc1ccc(S(=O)(=O)N2CC(C(=O)O)Oc3ccc(CC(=O)O)cc32)cc1 (configuration not stated)	34	0.91	0.89
Cc1cc(C(=O)CN2C(=O)NC3(CCCCC3)C2=O)c(C)n1-c1ccc2c(c1)OCO2	·	-0.41	-0.8
O=C(Cc1ccccc1)Nc1ccccc1Sc1ccccc1	-22	-0.49	-0.31
COCCNC(=O)c1onc(CSc2ccccc2C)c1C(=O)O	0	0.16	-0.61
Cc1ccc2nc(NC(=O)CSCC(=O)OCC(=O)c3ccccc3)sc2c1	19	-0.09	-0.31
Cc1nn(Cc2c(Cl)cccc2Cl)c(Cl)c1/C=N/NC(=O)c1cccnc1	20	-0.95	-1.2
CCCCOC(=O)CSc1nc2c(c(=O)[nH]c(=O)n2C)n1C/C=C(\C)Cl	23	0.7	0.94
CCN(CCCNC(=O)CC(C(=O)N1CCc2ccccc21)n1ccnc1)c1ccccc1 (configuration not stated)	-100	1.1	1.3
Cn1c(=N)c(S(=O)(=O)c2ccc(F)cc2)cc2c(=O)n3ccccc3nc21	28	0.63	0.28
Cc1ccc(C(=O)N2CCN(c3ccc(NC(=S)NC(=O)Cc4ccccc4)cc3)CC2)cc1	·	-0.11	-0.67
Clc1ccc(CSc2nnnn2-c2ccc3c(c2)OCO3)c(Cl)c1	-50	-0.6	-0.78
O=[N+]([O-])c1ccc(N2CCN(Cc3ccccc3)CC2)c(S(=O)(=O)N2CCOCC2)c1	0	-1.5	-1.8
CC(=O)c1ccc(NC(=S)NNC(=O)c2ccncc2)cc1	·	1.8	2
OC(COc1ccc2ccccc2c1)Cn1cncn1 (configuration not stated)	50	0.66	0.6
O=C(COc1ccccc1)Nc1nc(-c2cccs2)cs1	43	-2.3	-1.7

Results in sdo1 growth (2 entries from above):
Structure,sdo1 growth
O=[N+]([O-])c1c(NCCCO)cc(SCc2ccco2)c2nonc12,0.26
COc1ccc(C(=O)NCc2nnc(SCC(=O)N3CCCCC3)o2)cc1OC,0.69

Arranged by the number under sdo1 growth (highest first): six of the compounds above.
molecule	INS promoter inh	sdo1 growth	sdo1 growth Rescue 24 h
CCCCOC(=O)CSc1nc2c(c(=O)[nH]c(=O)n2C)n1C/C=C(\C)Cl	23	0.7	0.94
OC(COc1ccc2ccccc2c1)Cn1cncn1 (configuration not stated)	50	0.66	0.6
CCOC(=O)/C=C/c1cnn(-c2ccccc2)c1	-64	0.1	-0.23
Cc1cc(C(=O)CN2C(=O)NC3(CCCCC3)C2=O)c(C)n1-c1ccc2c(c1)OCO2	·	-0.41	-0.8
O=[N+]([O-])c1cccc2ccc(/C=C/c3ccc(Cl)cc3)nc12	·	-0.62	-0.53
O=C(COc1ccccc1)Nc1nc(-c2cccs2)cs1	43	-2.3	-1.7

Next structures follow.
molecule	INS promoter inh	sdo1 growth	sdo1 growth Rescue 24 h
Cc1nnsc1S(=O)(=O)Cc1ccccc1C(F)(F)F	13	·	·
CCCCn1ccnc1C(=O)c1cccc(S(=O)(=O)N2CC(C)CC(C)C2)c1 (configuration not stated)	26	-0.66	-1.3
O=c1cc(Nc2ccc3c(c2)OCCO3)[nH]c(=O)n1Cc1ccc(F)cc1	56	0.72	-0.25
COC(=O)CCN(C)CCC(=O)OC	·	0.11	-0.35
Cc1c(-c2cc(C(=O)O)on2)cnn1C	-36	·	·
Cc1ccc(C)c2[nH]c(=O)c(CCNC(=O)CC(C)C)cc12	0	-0.2	-0.59
C=CCn1c(SCC(=O)NCCCC(=O)OCC)nc2scc(-c3ccco3)c2c1=O	-45	·	·
CC(NS(=O)(=O)c1ccc(Cl)cc1)C(c1cccs1)N1CCN(C)CC1 (configuration not stated)	-44	1.1	0.26
COc1cc(NC(=O)c2nccnc2C(=O)O)cc(OC)c1	·	1.4	1.8
NC(=S)NNC(=O)/C(=C/c1ccc(Br)cc1)NC(=O)c1ccccc1	0	·	·
CCN(CC)S(=O)(=O)c1ccc(Cl)c(C(=O)Oc2cccnc2)c1	·	0.38	-0.08
CCOc1ccc(/C=N/Nc2nncc(-c3ccccc3)n2)cc1OC	0	·	·
CCN(CC)CCNC(=O)CCc1nn(C)c(=O)c2ccccc12	-45	0.3	-0.82
CN(C)CCNC(=O)/C(=C/c1ccc(-c2cccc(Cl)c2)o1)NC(=O)c1ccccc1	19	-0.15	0.16
Cc1ccc(Cc2c(C)nc3nc(SCC(=O)NCCCN4CCOCC4)nn3c2C)cc1	-13	·	·
Cc1nnc(SC(C)C(=O)Nc2nccs2)s1 (configuration not stated)	33	·	·
COc1cccc(CSc2nc3ccccc3cc2C=O)c1	-42	-1.8	-1.3
C=CCSC1=C(C#N)C(c2ccccc2C)CC(=O)N1 (configuration not stated)	0	-0.09	-0.48
Cc1ccc(C)c(NC(=O)COC(=O)Cc2ccsc2)c1	36	·	·
CC1CCN(C(=O)CCNC(=O)Cn2cnc3sc4c(c3c2=O)CCCC4)CC1	·	0.68	0.66
O=C1C(C=NCc2ccccn2)=C(O)c2ccccc21	64	1.3	1.5
COC(=O)c1ccccc1NC(=O)Nc1ccc2c(c1)OCO2	-56	-0.25	-0.42
FC(F)(F)c1nc2ccccc2nc1N/N=C/c1ccc(Cl)cc1	4	0.77	0.86
O=C1CC(C(=O)N(c2ccccc2)C(C(=O)NC2CCCC2)c2ccncc2)CS1 (configuration not stated)	-53	·	·
CC(C)(C)NC(=O)CSc1nc(O)cc(=O)n1-c1ccccc1	30	-0.55	-1.4
Cc1onc(-c2ccccc2Cl)c1C(=O)Nc1ccc(-c2nnc3n2CCCCC3)cc1	-23	0.08	-0.06
O=C(Nc1ccccc1)C1CCN(C(=O)c2ccccc2)CC1	-6	0.28	0.15
O=C(Nc1ccccc1Cc1ccccc1)c1ccccc1NS(=O)(=O)c1ccc(Cl)s1	31	-1.2	-1.4
CCOC(=O)C(Sc1ncnc2c1sc1nc(N3CCOCC3)c3c(c12)CCCC3)c1ccccc1 (configuration not stated)	30	0.32	0.43
CCC(C)C(NC(N)=O)C(=O)Nc1ccc(S(=O)(=O)Nc2ccc(OC)cc2)cc1 (configuration not stated)	27	·	·
O=C(O)/C=C/c1cnc2ccccc2n1	21	·	·
Cc1ccccc1NC(=O)c1cc(S(=O)(=O)N2CCCCC2)cs1	-3	-0.49	-1.9
O=C(c1cc(NC(=O)C23CC4CC(CC(C4)C2)C3)cc(NC(=O)C23CC4CC(CC(C4)C2)C3)c1)N1CCCCC1	6	-0.89	-0.34
CCN(CC)c1ccc(C(=O)OCC(=O)Nc2sccc2C#N)cc1	·	-1	-0.92
CCOc1cc(C2CC(=O)Nc3cc(C)c(C)cc32)ccc1O (configuration not stated)	0	-0.04	0.09
Cc1ccc(S(=O)(=O)N=Nc2c(O)[nH]c3ccccc23)cc1C	33	1	0.99
COc1cccc2cc(C(=O)N(C)C)c(=O)oc12	-41	-0.15	-0.48
CCCc1nc2ccccc2c(C(=O)OCC(=O)NCc2ccc3c(c2)OCO3)c1CC	13	-0.31	-0.28
Cc1nnc(C)n1/N=C/c1cc(Br)ccc1O	·	-0.31	-0.82
O=C1CCC(=O)N1CCC(c1ccc(F)cc1)c1ccco1 (configuration not stated)	-282	0.61	0.19
C/C(=N/OCO/N=C(\C)c1ccccc1)c1ccccc1	·	0.49	0.57
CC(C)c1ccc(NC(=O)CSc2ncccc2C(=O)Oc2cccc([N+](=O)[O-])c2)cc1	3	-0.88	-0.03
COC(=O)C1=NNCC12CC(=O)N(c1ccc(Br)cc1)C2=O (configuration not stated)	0	1.1	1.3
O=[N+]([O-])c1cc(CN2CCN(c3ccccc3)CC2)c(O)c2ncccc12	-330	·	·
COc1cc(-c2nnc(COC(=O)C3c4ccccc4Oc4ccccc43)o2)cc(OC)c1OC	·	-0.81	-0.66
CC(C)c1nnc(NC(=O)CN2C(=O)c3ccccc3C2=O)s1	47	0.93	0.03
Cc1ccccc1NC(=O)Cn1c(=O)n(CC2CCCO2)c(=O)c2ccccc21 (configuration not stated)	13	·	·
CCN(Cc1ccccc1)C(c1cc2cc(C)cc(C)c2[nH]c1=O)c1nnnn1CCOC (configuration not stated)	19	-1.3	-1.1
CCN1C(=O)C(CC(=O)N2CCN(C(c3ccccc3)c3ccccc3)CC2)N(CC)C1=O (configuration not stated)	25	1	0.43
COc1ccc(CCNC2=CC(=O)N(c3ccc(F)cc3)C2=O)cc1	25	·	·
O=C(O)COc1cccc(NC(=O)c2ccccc2)c1	13	0.89	0.2
Cc1ccccc1OCCn1cc(C(=O)O)c2ccccc21	45	·	·
O=C(CNC(=O)Cn1cnc2sc3c(c2c1=O)CCCC3)NCc1ccccn1	·	2.3	1.2
